Assay outcomes (PubChem BioAssay)
NSD2 inh – NSD2 (human) methyltransferase inhibition; NSD2-SET H3K36me1 DELFIA fluorescence, biochemical; 44,000 tested, 0.07% active; inhibition, % at 12.5 µM; O96028; in the data active = inhibition above about 54%, passing the limit was not always enough;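 also: inhibitors reduce the monomethyl H3K36 fluorescence signal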
An asterisk follows results filed as active; & = joins results of further samples. These rows are one share of the data; the hit share may differ from the screen's.

item | Structure | NSD2 inh
1 | CCCN(C)C[C@H]1Oc2cc(-c3ccccc3F)ccc2S(=O)(=O)N([C@H](C)CO)C[C@H]1C | 4
2 | CCO[C@@H]1OC(C(=O)NCc2ccccc2)=C[C@H](c2ccc(Br)cc2)[C@H]1CCCO | 5
3 | C[C@H]1CN([C@@H](C)CO)C(=O)CCCn2cc(nn2)CO[C@@H]1CN(C)C(=O)Nc1ccc(N2CCCCC2)cc1 | -1
4 | CNC[C@H]1OCCCC[C@@H](C)Oc2ccc(NC(=O)C3CCCCC3)cc2C(=O)N([C@@H](C)CO)C[C@@H]1C | -1
5 | C[C@H]1CN([C@@H](C)CO)C(=O)Cc2cc(NC(=O)c3ccncc3)ccc2O[C@H]1CN(C)Cc1ccccc1 | 0
6 | C[C@@H]1CN([C@@H](C)CO)C(=O)c2cc(NC(=O)Nc3ccc(C(F)(F)F)cc3)ccc2O[C@@H](C)CCCCO[C@H]1CN(C)C(=O)Nc1cccc2ccccc12 | -18
7 | Cc1noc(C)c1NC(=O)Nc1ccc2c(c1)CC(=O)N([C@@H](C)CO)C[C@H](C)[C@H](CN(C)S(=O)(=O)c1ccc(Cl)cc1)O2 | 3
8 | C[C@H]1CN([C@@H](C)CO)C(=O)c2cc(NC(=O)Nc3ccccc3)ccc2O[C@H]1CN(C)Cc1ccc2c(c1)OCO2 | 0
9 | C[C@H]1CN([C@@H](C)CO)S(=O)(=O)c2ccc(C#Cc3cccc(F)c3)cc2O[C@@H]1CN(C)C(=O)CN1CCOCC1 | -1
10 | COc1ccc(CN(C)C[C@@H]2Oc3c(NS(=O)(=O)c4cn(C)cn4)cccc3C(=O)N([C@H](C)CO)C[C@@H]2C)cc1 | -6
11 | COc1ccc(S(=O)(=O)N(C)C[C@H]2Oc3ccc(NC(=O)NC(C)C)cc3C(=O)N([C@H](C)CO)C[C@@H]2C)cc1 | 2
12 | C[C@@H]1CN([C@@H](C)CO)C(=O)c2cc(NC(=O)Nc3ccc(F)cc3)ccc2O[C@@H](C)CCCCO[C@@H]1CN(C)C(=O)CCCN(C)C | 14
13 | Cc1cc(C)nc(NS(=O)(=O)c2ccc(N)cc2)n1 | 0
14 | C[C@H](CO)N1C[C@H](C)[C@@H](CN(C)Cc2cncnc2)Oc2ncc(C#CC(C)(C)O)cc2C1=O | -1
15 | Cc1noc(C)c1S(=O)(=O)Nc1ccc2c(c1)C(=O)N([C@@H](C)CO)C[C@H](C)[C@H](CN(C)Cc1ccc3c(c1)OCO3)O2 | -4
16 | C[C@H]1CN([C@@H](C)CO)C(=O)c2cccc(NC(=O)c3ccc(-c4nccs4)cc3)c2O[C@@H]1CN(C)C(=O)Nc1ccc(C(F)(F)F)cc1 | -1
17 | C[C@H](CO)N1C[C@H](C)[C@H](CN(C)Cc2ccc(C(F)(F)F)cc2)Oc2ccc(NS(=O)(=O)c3ccc(Cl)cc3)cc2C1=O | -2
18 | CC(=O)N(C)C[C@H]1Oc2cc(-c3ccc(C)cc3)ccc2S(=O)(=O)N([C@@H](C)CO)C[C@@H]1C | -3
19 | O=C(Oc1ccccc1)c1cccc(COC(=O)c2cnccn2)c1 | 0
20 | CNC[C@H]1Oc2ccc(NC(=O)Nc3ccc(OC)cc3)cc2C(=O)N([C@@H](C)CO)C[C@H]1C | 2
21 | C/C=C/c1ccc2c(c1)O[C@H](CN(C)S(=O)(=O)c1ccc(C)cc1)[C@H](C)CN([C@H](C)CO)S2(=O)=O | -4
22 | CCCN(C)C[C@H]1OCCCC[C@H](C)Oc2ccc(NC(=O)CCC(F)(F)F)cc2C(=O)N([C@@H](C)CO)C[C@H]1C | -2
23 | C[C@H](CO)N1C[C@H](C)[C@H](CN(C)Cc2ccc(C(F)(F)F)cc2)Oc2c(NC(=O)C3CC3)cccc2C1=O | -491
24 | COc1ccc(NC(=O)N(C)C[C@@H]2Oc3ccc(NC(=O)C4CCCCC4)cc3C(=O)N([C@H](C)CO)C[C@@H]2C)cc1 | 2

Entries by screen from above:
NSD2 inh, entries 17–24 → -2, -3, 0, 2, -4, -2, -491, 2

(list continues)
item | Structure | NSD2 inh
25 | C[C@H]1CN([C@@H](C)CO)C(=O)Cc2cc(NC(=O)c3ccncc3)ccc2O[C@@H]1CN(C)C(=O)Nc1ccc2c(c1)OCO2 | 4
26 | C[C@H]1CN([C@@H](C)CO)C(=O)c2cc(NC(=O)Cn3cnnn3)ccc2O[C@@H]1CN(C)S(=O)(=O)c1cn(C)cn1 | -1
27 | C[C@H](CO)N1C[C@H](C)[C@H](CN(C)Cc2ccccc2)Oc2c(NC(=O)C3CCCCC3)cccc2C1=O | -3
28 | C[C@H](CO)N1C[C@H](C)[C@H](CN(C)C(=O)Nc2ccc3c(c2)OCO3)Oc2ccc(NC(=O)Cc3cn(C)c4ccccc34)cc2C1=O | 2
29 | C[C@@H]1CN([C@@H](C)CO)C(=O)c2cccc(NC(=O)C3CCCCC3)c2O[C@H]1CN(C)S(=O)(=O)c1cccs1 | 0
30 | C/C=C/c1cnc2c(c1)C(=O)N([C@H](C)CO)C[C@@H](C)[C@@H](CN(C)C(=O)c1cccnc1)O2 | 4
31 | C[C@@H]1CN([C@H](C)CO)C(=O)Cc2cc(NC(=O)Nc3ccccc3)ccc2O[C@H]1CN(C)Cc1ccc2c(c1)OCO2 | 0
32 | CC(C)NC(=O)Nc1ccc2c(c1)CC(=O)N([C@@H](C)CO)C[C@H](C)[C@@H](CN(C)Cc1ccc(C(F)(F)F)cc1)O2 | 2
33 | CNC[C@H]1OCCCC[C@@H](C)Oc2ccc(NC(=O)Nc3ccccc3)cc2C(=O)N([C@@H](C)CO)C[C@@H]1C | 1
34 | CCCNC(=O)N(C)C[C@@H]1Oc2cc(-c3cccnc3)ccc2S(=O)(=O)N([C@@H](C)CO)C[C@H]1C | 0
35 | CC(=O)N(C)C[C@@H]1Oc2cc(-c3cccnc3)ccc2S(=O)(=O)N([C@@H](C)CO)C[C@H]1C | -5
36 | COc1cc(C)c(C)cc1S(=O)(=O)N1CCCCC1c1cccnc1 (stereo not drawn) | -1
37 | C[C@H](CO)N1C[C@H](C)[C@@H](CN(C)CC2CC2)Oc2ccc(NC(=O)Nc3ccc4c(c3)OCO4)cc2CC1=O | 0
38 | COCC(=O)N(C)C[C@@H]1Oc2cc(C#CCN(C)C)ccc2S(=O)(=O)N([C@@H](C)CO)C[C@H]1C | 0
39 | C=CC1c2cc(O)c(OC)cc2CCN1Cc1cc2c(cc1Br)OCO2 (stereo not drawn) | -2
40 | C[C@H]1CN([C@@H](C)CO)C(=O)c2cccc(NC(=O)C3CCCCC3)c2O[C@H]1CN(C)C(=O)NC1CCCCC1 | -1

Looked up one by one from the entries so far (7):
item | Structure | NSD2 inh
36 | COc1cc(C)c(C)cc1S(=O)(=O)N1CCCCC1c1cccnc1 (stereo not drawn) | -1
33 | CNC[C@H]1OCCCC[C@@H](C)Oc2ccc(NC(=O)Nc3ccccc3)cc2C(=O)N([C@@H](C)CO)C[C@@H]1C | 1
40 | C[C@H]1CN([C@@H](C)CO)C(=O)c2cccc(NC(=O)C3CCCCC3)c2O[C@H]1CN(C)C(=O)NC1CCCCC1 | -1
35 | CC(=O)N(C)C[C@@H]1Oc2cc(-c3cccnc3)ccc2S(=O)(=O)N([C@@H](C)CO)C[C@H]1C | -5
34 | CCCNC(=O)N(C)C[C@@H]1Oc2cc(-c3cccnc3)ccc2S(=O)(=O)N([C@@H](C)CO)C[C@H]1C | 0
37 | C[C@H](CO)N1C[C@H](C)[C@@H](CN(C)CC2CC2)Oc2ccc(NC(=O)Nc3ccc4c(c3)OCO4)cc2CC1=O | 0
39 | C=CC1c2cc(O)c(OC)cc2CCN1Cc1cc2c(cc1Br)OCO2 (stereo not drawn) | -2

Going on with the list:
item | Structure | NSD2 inh
41 | CCCC#Cc1ccc2c(c1)O[C@H](CN(C)C(=O)c1cccnc1)[C@H](C)CN([C@@H](C)CO)S2(=O)=O | -6
42 | C=CCN(Cc1ccccc1)C(=O)[C@H]1N(Cc2ccc(OC)cc2)C(=O)[C@@H]2[C@@H](C(=O)O)C3C=CC21O3 (stereo partly drawn) | 5
43 | COc1cc2c(cc1OC)CN(C(=O)[C@@H]1[C@H]3C(=O)O[C@H](c4ccccc4)[C@H](c4ccccc4)N3[C@H](c3ccccc3OCCO)[C@@]13C(=O)Nc1ccc(C#CCCO)cc13)CC2 | 0
44 | C[C@H]1CN([C@@H](C)CO)C(=O)c2cccc(NC(=O)NC3CCCCC3)c2O[C@@H]1CN(C)Cc1ccc(C(F)(F)F)cc1 | -2
45 | C[C@@H]1CN([C@H](C)CO)C(=O)c2cc(NS(=O)(=O)c3cccs3)ccc2O[C@H]1CN(C)Cc1ccc(-c2ccccc2)cc1 | -7
46 | CC(=O)OCC(Cc1ccccc1)NC(=O)C(Cc1ccccc1)NC(=O)c1ccccc1 (stereo not drawn) | -1
47 | Cc1noc(C)c1S(=O)(=O)Nc1cccc2c1O[C@H](CN(C)Cc1ccc(C(=O)O)cc1)[C@H](C)CN([C@H](C)CO)C2=O | -3
48 | COc1ccc(S(=O)(=O)N(C)C[C@H]2Oc3ccc(NC(=O)Nc4ccc(F)cc4)cc3C(=O)N([C@@H](C)CO)C[C@@H]2C)cc1 | -4
49 | CNC[C@H]1Oc2ccc(NC(=O)c3ccncc3)cc2CC(=O)N([C@H](C)CO)C[C@@H]1C | 0
50 | C[C@@H]1CN([C@@H](C)CO)C(=O)c2cc(NC(=O)Nc3ccccc3)ccc2O[C@@H]1CN(C)Cc1ccccc1 | 0
51 | COCC(=O)Nc1ccc2c(c1)[C@@H]1C[C@H](CC(=O)N[C@@H](C)c3ccccc3)O[C@@H](CO)[C@@H]1O2 | -6
52 | Cc1noc(C)c1S(=O)(=O)Nc1ccc2c(c1)C(=O)N([C@@H](C)CO)C[C@@H](C)[C@@H](CN(C)C(=O)Nc1ccc3c(c1)OCO3)OCCCC[C@@H](C)O2 | 3
53 | CC(C)NC(=O)N(C)C[C@@H]1OCCCC[C@@H](C)Oc2ccc(NC(=O)Nc3ccccc3)cc2C(=O)N([C@@H](C)CO)C[C@H]1C | 1
54 | C[C@@H]1CN([C@H](C)CO)C(=O)c2c(c3ccccc3n2C)-c2ccccc2CO[C@@H]1CN(C)C(=O)c1ccccc1 | -7
55 | COc1ccccc1NC(=O)N[C@@H]1CC[C@@H](CC(=O)N2CCC(Cc3ccccc3)CC2)O[C@@H]1CO | 5
56 | CNc1ccccc1C(=O)OC1OC(C)C(O)C(O)C1O (stereo not drawn) | -6
57 | CC(C)CC#Cc1cnc2c(c1)C(=O)N([C@H](C)CO)C[C@@H](C)[C@H](CN(C)C(=O)CCN1CCCCC1)O2 | -1
58 | COc1cccc(S(=O)(=O)N(C)C[C@@H]2OCc3ccccc3-c3c(n(C)c4ccccc34)C(=O)N([C@H](C)CO)C[C@H]2C)c1 | -1
59 | COc1ccc(NC(=O)CN=[N+]=[N-])cc1OC | -3&1
60 | C[C@@H]1CN([C@H](C)CO)S(=O)(=O)c2ccc(-c3cccc(F)c3)cc2O[C@@H]1CN(C)C(=O)c1cccc(F)c1 | -7
61 | C[C@@H]1CN([C@@H](C)CO)S(=O)(=O)c2ccc(C3=CCCC3)cc2O[C@@H]1CN(C)C(=O)CC1CC1 | -4
62 | COc1ccc(NC(=O)Nc2ccc3c(c2)CC(=O)N([C@H](C)CO)C[C@H](C)[C@@H](CN(C)Cc2ccc(Oc4ccccc4)cc2)O3)cc1 | -3
63 | C[C@@H]1CN([C@@H](C)CO)C(=O)c2cc(C#Cc3cccc(F)c3)cnc2O[C@H]1CN(C)C(=O)C1CCCCC1 | -25
64 | CSc1nc(N2CCCCC2)c2c(c1C#N)CCCC2 | 5
65 | C[C@@H]1CN([C@@H](C)CO)C(=O)CCCn2nncc2CO[C@@H]1CN(C)CC1CCCCC1 | 1
66 | C[C@@H]1CN([C@H](C)CO)C(=O)c2cc(NS(=O)(=O)c3ccccc3)ccc2O[C@H]1CN(C)C(=O)Nc1ccccc1 | 0
67 | CS(=O)(=O)Nc1ccc2c(c1)[C@@H]1C[C@H](CC(=O)N3CCOCC3)O[C@H](CO)[C@@H]1O2 | -3
68 | C[C@@H]1CN([C@@H](C)CO)C(=O)Cc2cc(NC(=O)Cc3ccccc3)ccc2O[C@H]1CN(C)S(=O)(=O)c1ccc(F)cc1 | -1
69 | Cc1ccc(S(=O)(=O)Nc2ccc3c(c2)CC(=O)N([C@H](C)CO)C[C@@H](C)[C@H](CN(C)C(=O)Nc2ccccc2)O3)cc1 | 6
70 | COc1ccc(S(=O)(=O)N(C)C[C@H]2Oc3ccc(NS(=O)(=O)c4cccs4)cc3C(=O)N([C@@H](C)CO)C[C@@H]2C)cc1 | 5
71 | COc1ccc(S(=O)(=O)Nc2ccc3c(c2)C(=O)N([C@H](C)CO)C[C@@H](C)[C@@H](CN(C)S(C)(=O)=O)OCCCC[C@@H](C)O3)cc1 | 3
72 | Cc1noc(C)c1NC(=O)N(C)C[C@H]1Oc2ccc(NS(=O)(=O)c3ccc(Cl)cc3)cc2CC(=O)N([C@@H](C)CO)C[C@H]1C | -5
73 | Cc1noc(C)c1NC(=O)Nc1cccc2c1O[C@H](CN(C)Cc1ccc(Oc3ccccc3)cc1)[C@H](C)CN([C@@H](C)CO)C2=O | 5
74 | C[C@H]1CN([C@@H](C)CO)C(=O)c2cc(/C=C/c3ccccc3)cnc2O[C@H]1CN(C)S(=O)(=O)c1cn(C)cn1 | -5
75 | Cc1ccc(S(=O)(=O)Nc2ccc3c(c2)C(=O)N([C@H](C)CO)C[C@H](C)[C@@H](CN(C)Cc2ccc(C(F)(F)F)cc2)OCCCC[C@@H](C)O3)cc1 | -7
76 | C[C@@H]1CN([C@@H](C)CO)C(=O)c2cc(C#CC3CCCCC3)cnc2O[C@H]1CN(C)C(=O)Cc1ccccn1 | -1
77 | CC(C)CC#Cc1cnc2c(c1)C(=O)N([C@H](C)CO)C[C@H](C)[C@@H](CN(C)C(=O)c1cnccn1)O2 | -11
78 | C[C@H]1CN([C@@H](C)CO)C(=O)c2cc(C#CC3(O)CCCC3)cnc2O[C@H]1CN(C)Cc1ccncc1 | 0
79 | Cc1cc(C(=O)Nc2cccc3c2O[C@H](CN(C)Cc2ccc4c(c2)OCO4)[C@H](C)CN([C@H](C)CO)C3=O)n(C)n1 | 8
